STK33 kinase inh = human STK33 kinase inhibition | Q9BYT3 | inhibition, % at 10 µM | 0.073% of 320,000 active | purified STK33, MBP phosphorylation, ADP-Glo luminescence;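 active = inhibition at or above 25%, using the most active replicate where run in duplicate; inactive = inhibition below 25%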
Target sequence (Q9BYT3 whole entry, looked up): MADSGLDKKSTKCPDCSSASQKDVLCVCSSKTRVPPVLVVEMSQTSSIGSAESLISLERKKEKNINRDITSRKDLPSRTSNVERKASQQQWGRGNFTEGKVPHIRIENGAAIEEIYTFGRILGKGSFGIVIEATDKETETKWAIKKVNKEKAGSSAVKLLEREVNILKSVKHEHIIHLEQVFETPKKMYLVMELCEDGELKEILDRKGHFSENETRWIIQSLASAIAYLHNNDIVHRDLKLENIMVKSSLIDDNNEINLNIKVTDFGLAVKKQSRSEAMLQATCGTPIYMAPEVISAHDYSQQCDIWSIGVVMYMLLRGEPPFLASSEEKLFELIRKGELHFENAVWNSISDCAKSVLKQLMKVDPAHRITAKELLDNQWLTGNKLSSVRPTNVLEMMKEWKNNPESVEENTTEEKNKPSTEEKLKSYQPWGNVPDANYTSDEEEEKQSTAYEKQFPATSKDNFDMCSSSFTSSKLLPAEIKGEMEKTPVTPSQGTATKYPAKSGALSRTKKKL
Kir21 inh = inhibitors of mouse Kir2.1 inward-rectifier potassium channel. P35561. HEK293-Kir2.1, FluxOR thallium flux fluorescence; hits give low values. B-score at 10 µM. 0.85% of 310,000 active;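 active = fluorescence ratio B-score at or below minus 3 SD of library scores, with starting-brightness B-score within 2 SD, cut at about -4.2 in these data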;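 note: channel flux triggered by added potassium and thallium sulfate stimulus; B-score of peak minus minimum fluorescence over baseline after thallium stimulus; more negative B-score means stronger Kir2.1 block with less thallium influx; some compounds called inactive have numbers as strong as hits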
Target sequence (P35561 whole entry, looked up): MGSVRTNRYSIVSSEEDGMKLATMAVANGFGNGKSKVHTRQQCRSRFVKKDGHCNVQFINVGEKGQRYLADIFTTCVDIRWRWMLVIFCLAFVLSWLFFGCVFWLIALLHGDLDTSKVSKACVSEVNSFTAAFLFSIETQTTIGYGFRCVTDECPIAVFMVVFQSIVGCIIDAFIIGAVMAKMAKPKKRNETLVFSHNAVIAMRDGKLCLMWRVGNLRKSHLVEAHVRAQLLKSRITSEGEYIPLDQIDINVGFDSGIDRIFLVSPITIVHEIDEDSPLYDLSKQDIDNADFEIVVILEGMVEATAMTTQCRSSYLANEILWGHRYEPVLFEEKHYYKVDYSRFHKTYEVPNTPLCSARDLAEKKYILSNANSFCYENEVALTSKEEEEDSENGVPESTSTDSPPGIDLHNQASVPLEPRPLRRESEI
* marks the source's active call; other numbers are inactive results; nt = no result given.

molecule	STK33 kinase inh	Kir21 inh
CCOc1ccccc1CNC(=O)c1c([N+](=O)[O-])c(C)nn1C	0.5	-0.59
CN(C)c1ccc(SC#N)cc1	-18	-0.85
COc1cccc(Nc2nc(NCC3CCCO3)c3ccccc3n2)c1 (stereo not given)	2.8	-13*
O=C(NCC(=O)N1CCCC1C(=O)O)OC1CCCCC1 (stereo not given)	0.1	1.8
O=C1c2ccccc2C(=O)N1CCc1nc2ccccc2c(=O)n1Cc1ccco1	-1.2	-0.85
Cc1ccc(CN2CCCN(C)CC2)c(C)c1	-6.0	-0.46
Cc1ccc(C(=O)Nc2ccccc2C(=O)O)cc1S(=O)(=O)Nc1ccccc1	-18	0.07
O=C(NNC(=O)c1ccc([N+](=O)[O-])cc1)c1ccncc1	-0.9	-0.78
CC(C)CC(=O)OC1C(N2CCOCC2)c2c(ccc(/C=C/C(=O)N3CCOCC3)c2O)OC1(C)C (stereo not given)	0.3	2.8
COc1ccc(NC(=O)CN2CCC(NC(=O)C3CCCCC3)CC2)c([N+](=O)[O-])c1	-1.0	0.09
Cc1nc(N)nc(SCc2ccc([N+](=O)[O-])cc2)c1N	0.2	-0.12
CN(C)CCN(C(=O)c1cccc(Cl)c1)c1nc2c(Cl)cccc2s1	nt	-1.5

6 compounds picked at random from those above:
molecule	STK33 kinase inh	Kir21 inh
O=C(NCC(=O)N1CCCC1C(=O)O)OC1CCCCC1 (stereo not given)	0.1	1.8
COc1cccc(Nc2nc(NCC3CCCO3)c3ccccc3n2)c1 (stereo not given)	2.8	-13*
O=C1c2ccccc2C(=O)N1CCc1nc2ccccc2c(=O)n1Cc1ccco1	-1.2	-0.85
Cc1ccc(C(=O)Nc2ccccc2C(=O)O)cc1S(=O)(=O)Nc1ccccc1	-18	0.07
CC(C)CC(=O)OC1C(N2CCOCC2)c2c(ccc(/C=C/C(=O)N3CCOCC3)c2O)OC1(C)C (stereo not given)	0.3	2.8
Cc1ccc(CN2CCCN(C)CC2)c(C)c1	-6.0	-0.46

Remaining list, next part:
molecule	STK33 kinase inh	Kir21 inh
CCc1ccc(/C=C2\C(=N)N3N=C(CC(=O)N4CCCCC4)SC3=NC2=O)cc1	0.4	-1.3
O=C(O)c1ccc(N=Nc2c(O)[nH]c3cc(Cl)ccc23)cc1	2.4	0.05
CN(/N=C/c1cc(Br)cc(Br)c1O)c1ccccc1	0.5	-0.25
Cc1ccc(OCC(=O)OCC(=O)NC2CCCC2)cc1C	-0.9	nt
Cc1cccc(C)c1NC(=O)CSc1nnc(Cn2nnc(-c3ccccc3)n2)n1-c1ccccc1	0.1	-1
CNc1c(NS(=O)(=O)c2ccc(C(C)(C)C)cc2)c(=O)oc2ccccc12	-0.4	-0.52
COCCN1CCn2c(nc3cc(NC(C)=O)ccc32)C1	-0.2	0.5
CC(C)OCCCNC(=O)c1ccc(NC(=O)C2=CSCCO2)cc1	1.7	1.5
Cc1nc2cc(NC(=O)NC3CC3)ccc2n1C	-1.4	0.33
COc1ccc(CNC(=O)C(C)Sc2nc3ccccc3c(=O)n2CC2CCCO2)cc1 (stereo not given)	-1.0	nt
O=[N+]([O-])c1ccccc1S(=O)(=O)NCCC1=CCCCC1	0.7	-0.58
COc1ccc(CN2CCN(Cc3cc(=O)oc4cc(C)ccc34)CC2)c(OC)c1OC	-1.2	3
c1ccc(N2N=C(c3cccs3)CC2c2ccco2)cc1 (stereo not given)	0.0	nt
CC1=C(C(=O)OCc2ccccc2)C(c2ccc([N+](=O)[O-])cc2)NC(=O)N1CCCCCC(=O)O (stereo not given)	0.4	0.73
COc1ccccc1CNN	-1.1	0.01
Cc1ccc(-n2c(SCC(=O)Nc3ccc(N4CCOCC4)cc3)nc3ccccc3c2=O)cc1	-0.3	-0.18
N#C/C(=C\c1ccccn1)c1ccccn1	-0.1	0.75
CCc1n[nH]c(=S)n1/N=C/c1c(C)nn(-c2ccccc2)c1Cl	0.3	0.1
Cc1onc(-c2ccccc2)c1CNC(=O)Nc1ccccc1	-2.5	-1.8
CCC(=O)N=c1sc2cc(F)cc(F)c2n1C	1.0	-0.73
CCn1cc(CN2CCC(C(=O)Nc3ccc(Oc4ccccc4F)cc3)CC2)c(C)n1	-1.5	-0.18
Cc1ccc(Sc2c(C)[nH]n(C(C)(C)C)c2=O)cc1	-2.4	1.8
COc1cc([C@@H]2[C@H]3CNCC=C3C(C#N)=C(N)C2(C#N)C#N)ccc1OC(C)C	-1.8	-0.7
Cc1ccc(-n2c(SCC(=O)N3CCCCC3)nc(O)cc2=O)cc1	1.2	0.84
O=C(NCCNc1ccc(Cl)cc1[N+](=O)[O-])c1ccccc1F	-1.2	0.73
O=C(Nc1c(F)cccc1F)c1ccc(-n2cncn2)nc1	-0.6	-0.88
CC1(C)CC2CC(C)(CN2C(=O)Cc2ccccc2)C1 (stereo not given)	1.0	-0.88
O=c1nc(N2CCOCC2)ccn1-c1nc(-c2ccccc2)oc1-c1ccccc1	0.1	0.01
CCOC1(OCC)N=C(N)C2(C#N)C(c3cccc(C)c3)C12C#N (stereo not given)	-1.0	2.8
Cc1ccccc1-c1nc(CS(=O)(=O)CC(=O)NCc2ccc3c(c2)OCO3)c(C)o1	0.0	1.3
O=C1/C(=C/c2ccco2)Oc2c1ccc(O)c2CN1CCCCC1	2.7	-8.9
Cc1cccc(NCC(=O)NNC(=S)Nc2ccccc2)c1	0.5	-0.89
Cc1cc(C)c(NC(=O)CN2C(=O)NC3(CCc4ccccc43)C2=O)c(Cl)c1 (stereo not given)	-2.3	nt
Cc1cc(-n2cnc(-c3cn(C)nc3C)n2)no1	-1.0	-0.83
CC(C)CN(C(=O)CC1OC(=O)c2ccccc21)c1c(N)n(Cc2ccccc2)c(=O)[nH]c1=O (stereo not given)	-1.2	-0.6
Fc1ccc(NC(=S)N2CCOCC2)cc1Cl	-1.6	-1.7
COc1ccc(Cn2nnnc2C(c2cc3ccc(OC)cc3[nH]c2=O)N2CCC(C)CC2)cc1 (stereo not given)	0.8	0.19
N#Cc1ccc(CSc2nnc(NC(=O)C3CC(=O)N(c4ccc5c(c4)OCCO5)C3)s2)cc1 (stereo not given)	10	-1.1
O=C(COc1ccccc1Cl)Nc1ccc(C(=O)O)cc1NC(=O)COc1ccccc1Cl	0.3	1.2
COc1ccccc1N(C)S(=O)(=O)c1ccc(Cl)c(C(=O)NCc2cccnc2)c1	nt	0.32
CC(C)C(NC(=O)c1ccc(S(=O)(=O)N2CCOCC2)cc1)c1nc2ccccc2[nH]1 (stereo not given)	-2.7	1.1
COc1ccc(NC(=O)C2CCN(S(=O)(=O)c3cccc4cccnc34)CC2)cc1OC	0.0	-0.14
Cc1ccc(C)c(OCCCCN2CCNCC2)c1C	1.6	-2.5
Cc1ccc(S(=O)(=O)NCC(c2ccco2)S(=O)(=O)c2ccccc2)cc1 (stereo not given)	0.5	-1
COc1ccc(OC)c(CNC(=O)CCC(=O)N2Cc3ccccc3Oc3ncccc32)c1	0.0	1.1
CCC(CC)c1nnc(NC(=O)C2CCN(C(=O)c3ccco3)CC2)s1	1.1	1.7
CCn1c(NN)nc2sc3c(c2c1=O)CCC3	1.2	nt
CCC[N+]1(CC#CC2(O)CCCCC2)CCOCC1	0.2	0.7
CC(C)CC(NC(=O)C(NC(=O)C(Cc1ccc(OCc2ccccc2)cc1)NC(=O)OC(C)(C)C)C(C)C)C(N)=O (stereo not given)	-0.4	0.86
O=C(N/N=C/c1cc(Cl)cc([N+](=O)[O-])c1O)C1CC1	0.1	-0.77
O=S(=O)(Nc1ccncc1Cl)c1cc(Cl)ccc1Cl	1.4	-2.4
Cc1csc(NC(=O)[C@@H](NC(=O)c2ccccc2)C(C)C)n1	-0.2	1.6
CCCc1cc(=O)oc2c(C)c(OCC(=O)Nc3ccccn3)ccc12	-0.7	-0.01
COc1ccc(NC(=O)COc2ccc(N(C)S(=O)(=O)c3ccc(C)cc3)cc2)cc1	0.6	-0.4
CCn1c(-c2nonc2NC(=O)c2ccccc2)nc2ccccc21	nt	1.7
COc1ccc(NC(=O)CNC(=O)Cn2c(C)cc3ccccc3c2=O)c(OC)c1	0.1	0.08
CC1(C)C(=O)NC(=O)N1Cc1ccccc1	-0.5	-0.02
CCCC(=O)NC(c1ccc2c(c1)OCO2)c1cc(Cl)c2cccnc2c1O (stereo not given)	-0.1	-0.08
NC(=O)CC(NC(=O)Cc1cccc2ccccc12)c1ccc(NCc2ccccc2)c([N+](=O)[O-])c1 (stereo not given)	-0.9	0.46
CCCCN(CCCC)c1ccc(C(=O)c2ccccc2C(=O)O)c(O)c1	1.0	1.1

(next part)
molecule	STK33 kinase inh	Kir21 inh
CC(NCc1ccccc1Cl)C(=O)Nc1ccc(C#N)cc1 (stereo not given)	-0.1	-0.05
CCC1CCc2sc(C(=O)N(C)CC(=O)Nc3ccc(N4CCOCC4)cc3)cc2C1 (stereo not given)	-0.8	-1.8
COc1ccc(CC(=O)NCc2n[nH]c(=S)n2-c2cccc(Cl)c2)cc1	0.1	-1.5
O=C(Nc1cccnc1Cl)c1cc2ccccc2o1	-0.6	0.4
O=C(O)c1cc2c(ccc3ccccc32)o1	0.3	1.7
c1ccc(CSC2=NCCCN2)cc1	0.2	-0.12
COc1ccc(NC(=O)CSc2nc3ccsc3c(=O)n2Cc2ccccn2)c(OC)c1	0.0	1.9
COc1ccccc1N1CCN(C(=O)c2cc(-c3cccs3)on2)CC1	-1.1	2.5
CCN(CC(=O)N1CCOCC1)S(=O)(=O)c1ccc(C)cc1	1.7	0.41
Cc1nn(CC(=O)NCCc2ccccc2)c(C)c1[N+](=O)[O-]	nt	0.75
CCN(CC)c1nc2ccccc2c(N)c1-c1ccccc1	-1.9	-5.1*
O=C(O)CCC(=O)Nc1ccc(C(=O)OC2CCCCC2)cc1	1.4	0.28
CCC(CC)C(=O)Nc1c2c(nn1-c1ccc(OC)cc1)CS(=O)(=O)C2	-2.0	-0.87
CN(C)CCCN1C(=O)c2oc3ccccc3c(=O)c2C1c1cccs1 (stereo not given)	-0.1	-0.42
Cc1cc(C)[n+](-c2ccc(Oc3ccccc3)c(S(=O)(=O)[O-])c2)[nH]1	0.2	0.19
O=C(CCc1ccccc1)Nc1nnc(-c2ccc3c(c2)CCCC3)o1	2.3	-0.32
CC(=O)N(CCOc1ccccc1)CCOc1ccccc1	-1.0	-1
O=C(COc1ncnc2ccccc12)NC1CCCC1	-0.6	nt
N/C(=N\OC(=O)c1cccc2ccccc12)c1ccccn1	3.0	-0.48
COc1cc(NS(=O)(=O)c2c(C)[nH]c(C)c2C(=O)N2CCCCC2)cc(OC)c1OC	-0.1	0.03
O=C(CSc1nnc(NC(=O)c2ccco2)s1)Nc1ccccc1F	1.5	0.9
COc1cccc(OCCCCSc2ncccn2)c1	-2.3	-0.06
CN1CCN(S(=O)(=O)c2ccc(C#N)cc2)C(c2ccccc2)C1 (stereo not given)	-1.1	nt
COc1ccc(S(=O)(=O)N2CCC(NC(=O)C(Cc3cccc(OC)c3OC)NC(C)=O)CC2)cc1 (stereo not given)	0.6	-0.28
CCOc1cc(NC(=S)NCCCN(C)C)c(OCC)cc1NC(=O)c1cccs1	1.8	2.7
O=C(Nc1ccccc1F)c1ccc(Cn2cc(Cl)cn2)cc1	0.0	0.64
COc1ccc(N2CC(C(=O)Nc3cc(C(F)(F)F)ccc3N3CCCC3)CC2=O)c(OC)c1 (stereo not given)	-0.7	0.39
O=C(C1CCC1)N1CCc2cc(S(=O)(=O)N3CCN(c4ccccn4)CC3)ccc21	-1.9	0.01
COc1cc(C(=O)NCC(=O)NCC(c2ccco2)N2CCCCC2)cc(OC)c1OC (stereo not given)	2.6	nt
CC(=O)N1CCOc2ccc(S(=O)(=O)Nc3ccc(Cl)cn3)cc21	-1.1	0.95
CCCCn1c2c(c(=N)c3c1CCC3)CCC2	0.0	nt
CCCCN(C)S(=O)(=O)c1ccc(C(=O)N=c2sc3cc(NC(C)=O)ccc3n2C)cc1	-0.4	1.3
Cc1ccc(N2CC(C(=O)Nc3ccc(S(=O)(=O)N4CCCC4)cc3)CC2=O)cc1C (stereo not given)	-1.3	0.05
CN(C)S(=O)(=O)c1ccc(C(=O)NCC(=O)N/N=C/c2ccco2)cc1	-0.5	0.57
COc1cc(OC)cc(N2CCN(S(=O)(=O)c3ccc(-n4cnnn4)cc3)CC2)c1	-2.4	1.4
COc1cc(NC(=O)CN(C)S(=O)(=O)c2ccc(-c3ccc(=O)[nH]n3)s2)cc(OC)c1	0.1	-0.2
N/C(=N\OC(=O)c1ccc(F)cc1)c1nonc1N	2.2	0.59
CCCCN(C(=O)CCC(=O)Nc1cc(C)on1)C(C(=O)NC1CCCC1)c1ccccc1OCC (stereo not given)	-0.1	0
COc1cccc(CC2(CO)CCCN(Cc3cc(F)ccc3-n3cccn3)C2)c1 (stereo not given)	1.0	-0.72
COc1cccc(NC(=O)c2ccc(N3C(=O)C4CCC(C)CC4C3=O)cc2)c1 (stereo not given)	-0.3	-0.65
CCCCN(CC)CCNC(=O)c1cc2c(=O)n(C)c3ccccc3c2s1	3.8	1.1
COC(=O)c1ccc(C23CC4(C2)[C@H](CN(C)[C@@H]4c2ccccc2)C3c2ccc(C(F)(F)F)cc2)cc1 (stereo not given in full)	-0.7	-0.08
CC(C)(C)c1ccc(/C=C/C(=O)N2CCOCC2)cc1	-1.2	1.1
